High-throughput results as filed in PubChem.
aDG glyco act – activators of alpha-DG glycosylation, primary screen, uHTS, Pro5-aDG cells, AlphaScreen. alpha-DG glycosylation AlphaScreen (IIH6); 0% Pro5, 100% B10-LARGE cell signal. 360,000 compounds, 0.22% hits. AID 624168, 2012. activation, % at 10 µM;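 active means activation of at least 8% versus controls, or a plate z-score of at least 8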;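 further: Pro5 are CHO cells carrying HIG-tagged alpha-DG that lacks glycosylation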
HTR2A ag – mouse Htr2a agonists via beta-arrestin recruitment, primary screen, cell-based, luminescence; 5-hydroxytryptamine receptor 2A (Mus musculus), P35363; 360,000 compounds, 0.66% hits; activation, % at 7.6 µM; CHO-K1 mHTR2A beta-arrestin complementation; percent of 30 µM serotonin response;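 active means activation above a run cutoff, the mean activation of all tested compounds plus 3 SD, cut at about 14% in these data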;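 further: 0% = plate median of compound wells and 100% = 30 µM serotonin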
CaV13 FRET inh – Primary screen for inhibitors of IQ motif and Ca2+-dependent inactivation inhibitor domain binding in CACNA1D, Förster resonance energy transfer in living cells, …; HEK cells, CFP/YFP FRET ICDI-IQ, plate reader, 10 min; percent FRET-ratio fall versus neutral wells; inhibition, % at 12.3 µM; 340,000 compounds, 0.098% hits; AID 743397;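 active means mean replicate inhibition of at least 30% and at least 1% of replicates passing that level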;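 further: 0% = median of the neutral control wells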
Exocytosis inh – LAMP-1 surface exposure blockers, TALL-104 cells – cell-based, flow cytometry, MLPCN library, primary screen; TALL-104 LAMP-1 surface exposure; cells stimulated with thapsigargin and PMA; inhibition, % at 10 µM; 360,000 compounds, 0.66% hits; AID 651702, 2012;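 active means inhibition above about 55%, limit read from the data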
Vif inh – HIV Vif self-association inhibitors, primary screen, imaging, HEK293T, single point; inhibition, % at 7.49 µM; 340,000 compounds, 0.35% hits; HEK293T cells, Vif self-association by quenched fluorescence, 24 h; in the data active means inhibition above about 50%, passing the limit was not always enough; further: some results filed as inactive read as strong as hits
H9c2 protect – cardioprotection against H2O2-induced cell death, primary screen, uHTS, H9c2 cells, ATPLite luminescence; protection from H2O2 cell death, % at 20 µM; AID 588492, 2011; 360,000 compounds, 0.63% hits; H9c2 cardiomyocytes, H2O2 injury protection, 2 h;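 active means compounds giving at least 50% protection of heart cells from peroxide-induced death in the single-dose screen, raw or plate-pattern-corrected value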;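 further: 0% = DMSO wells with peroxide and 100% = DMSO wells without peroxide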
ABCB6 inh MLPCN – ABCB6 transporter inhibitors, primary screen, K562-ABCB6 cells, flow cytometry, MLPCN library | ATP-binding cassette sub-family B member 6 (Homo sapiens), Q9NP58 | K562-ABCB6 porphyrin accumulation, 1 h; hits give low values | fluorescence ratio to DMSO, % at 10 µM | 360,000 compounds, 0.19% hits | AID 602162, 2011;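 active means fluorescence ratio to DMSO below 75%, the collection mean minus 3 SD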;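 further: signal is porphyrin accumulated inside mitochondria; 100% equals median channel fluorescence of DMSO control wells; lower ratio means ABCB6 inhibition with less porphyrin fluorescence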
Target sequence (Q9NP58 whole entry, looked up): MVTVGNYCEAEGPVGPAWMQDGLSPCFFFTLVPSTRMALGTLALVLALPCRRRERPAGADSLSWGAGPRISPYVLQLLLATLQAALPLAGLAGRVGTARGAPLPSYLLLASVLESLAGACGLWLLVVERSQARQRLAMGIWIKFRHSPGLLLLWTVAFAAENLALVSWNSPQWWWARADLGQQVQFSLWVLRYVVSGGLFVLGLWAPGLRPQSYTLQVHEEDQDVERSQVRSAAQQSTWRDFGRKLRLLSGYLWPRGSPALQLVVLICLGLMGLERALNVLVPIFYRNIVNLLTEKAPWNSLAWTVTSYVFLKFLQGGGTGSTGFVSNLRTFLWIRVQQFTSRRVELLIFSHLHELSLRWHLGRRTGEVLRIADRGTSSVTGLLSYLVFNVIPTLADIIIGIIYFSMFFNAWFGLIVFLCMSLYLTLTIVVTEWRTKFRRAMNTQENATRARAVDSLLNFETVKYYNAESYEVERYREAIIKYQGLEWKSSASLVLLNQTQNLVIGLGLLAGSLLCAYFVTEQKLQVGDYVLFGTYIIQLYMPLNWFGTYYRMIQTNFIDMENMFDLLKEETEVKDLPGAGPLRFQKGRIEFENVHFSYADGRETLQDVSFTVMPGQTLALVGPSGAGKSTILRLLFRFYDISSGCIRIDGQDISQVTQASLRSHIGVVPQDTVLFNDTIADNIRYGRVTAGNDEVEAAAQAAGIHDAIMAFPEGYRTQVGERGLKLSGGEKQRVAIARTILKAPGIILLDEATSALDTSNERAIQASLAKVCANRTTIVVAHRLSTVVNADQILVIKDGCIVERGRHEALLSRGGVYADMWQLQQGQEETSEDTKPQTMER
hiPSC survival – enhancers of single-cell hiPSC survival, primary screen, ATPlite luminescence | 100% = ROCK inhibitor wells, 0% = DMSO | survival enhancement, % at 20 µM | 360,000 compounds, 0.044% hits; in the data active means survival enhancement above about 18%;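 further: cells exposed to compounds for 16 hours before the ATP read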
N-glyco inh – increase of ERlucT glycosylation luciferase signal, primary screen, N-linked glycosylation inhibitor project, D54 ERlucT cells, luminescence, set 2 | D54 ERlucT glycosylation luciferase reporter, 24 h; percent of 100 nM tunicamycin response | reporter increase, % at 12.5 µM | 360,000 compounds, 0.23% hits | AID 588692, 2011;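 active means mean luciferase reporter signal, scaled so untreated is 0 and the glycosylation-blocking control 100, at or above a set limit in every replicate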;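 further: luciferase carries N-glycosylation sites so blocking glycosylation raises the light; 0% = median of neutral control wells and 100% = median of 100 nM tunicamycin wells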
PDI inh – inhibitors of human PDI, primary screen, biochemical, turbidity, single point, plate reader; PDI insulin aggregation turbidity, A650, 90 min; inhibition, % at 10 µM; 350,000 compounds, 0.052% hits; AID 588391, 2011;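 active means mean inhibition across replicates of 30% or more, whatever share of single replicates reach that level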;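 further: absorbance from insulin aggregation driven by PDI reduction with DTT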
An asterisk follows results filed as active; . = no result given.

SMILES	aDG glyco act	HTR2A ag	CaV13 FRET inh	Exocytosis inh	Vif inh	H9c2 protect	ABCB6 inh MLPCN	hiPSC survival	N-glyco inh	PDI inh
COc1ccc(-c2oc(=O)c3cc(OC)c(OC)cc3c2C#CCCO)cc1	-0.2	2	-5	1	2	66*	91	-0.4	-2	-4
N#Cc1ccccc1OCC(=O)C1CC1	-0.1	1	-4	-9	3	1	97	0.0	1	-1
O=C(c1ccc([N+](=O)[O-])o1)N1CCN(c2nc3c(Cl)cccc3s2)CC1	2.5	7	-4	10	.	0	97	-0.3	5	-1
CC(=O)CSc1nnc(-c2ccc(S(=O)(=O)N3CCC(C)CC3)cc2)o1	0.3	0	-5	2	.	0	97	1.2	2	-2
O=C(CSCc1ccc(Cl)cc1)Nc1ccc2c(c1)OCCO2	-0.1	-2	-8	0	14	-4	98	2.9	2	11
O=C(NCC(c1ccco1)N1CCCCC1)c1cccs1 (stereo unspecified)	0.0	6	-6	2	20	2	106	-4.4	3	10
COc1cccc(-c2c(C(=O)N/N=C/c3ccoc3)nnn2-c2nonc2N)c1	0.5	-6	-3	18	3	10	76	0.3	1	-3
CCCC(C)(C)C(=O)N1CCC1(C)C(=O)NS(=O)(=O)c1ccc(Br)cc1 (stereo unspecified)	0.0	1	-7	1	-5	8	95	2.9	3	-1
CCOC(=O)C1(Cc2ccccc2C)CCCN(C(=O)c2ccc(CSC)o2)C1 (stereo unspecified)	1.0	-3	.	-6	4	1	104	-0.3	-1	-3
CCN(CC(=O)Nc1ccc(OC)cc1)C(=O)COc1cccc2c1OC(C)(C)C2	0.0	-5	-5	-1	-7	-2	95	-0.3	1	14
Cc1ccc(C(=O)OCC(=O)N(C)c2ccccc2)c(C)c1	0.1	-4	-3	4	4	1	96	0.4	1	2
CCOC(=O)C(C)Oc1ccc(=O)n(-c2ccccc2)n1 (stereo unspecified)	1.0	2	-4	6	7	8	105	-0.8	2	4
O=C(Cn1cnc(S(=O)(=O)N2CCCC2)c1)Nc1ccc(OC(F)(F)F)cc1	-0.3	-6	-5	-2	-1	-6	94	0.5	2	3
C=CCn1c(SCc2ccc(C#N)cc2)nnc1-c1cccc(Cl)c1	0.4	0	-1	-8	.	3	198	-3.3	-1	4
Cc1c(C(=O)N2CCC(C)(C(=O)NS(=O)(=O)C3CC3)C2)oc2ccccc12 (stereo unspecified)	0.0	10	-6	6	0	1	106	0.3	1	-4
O=C(CC1C(=O)NCCN1CC(c1ccccc1)c1ccccc1)NC1CC1 (stereo unspecified)	0.3	0	-6	-4	2	-4	100	0.1	2	10
COc1ccc(C(=O)CCC(=O)Nc2cccnc2)cc1	0.7	2	-6	0	-1	1	95	-0.7	1	1
Cc1ccc(C)c(NC(=O)NCCN2CCCCC2)c1	0.1	-2	-9	-4	-2	-2	101	-0.3	1	-3
Fc1ccc(CO/N=C/C2=C(Cl)c3ccccc3CC2)cc1	-0.2	2	-3	-3	5	-20	101	3.7	2	1
CCOC(=O)C1(CCSC)NC(c2ccco2)C2C(=O)N(CC)C(=O)C21 (stereo unspecified)	-0.2	4	-5	-1	33	2	88	3.4	1	8
Cc1nc2cc(Cl)c(Cl)cc2nc1C	-0.2	0	-9	0	20	-1	96	-1.2	-1	-1
COC(=O)c1cn(CC(C)n2c(=O)c3ccccc3n2Cc2cc(C(C)C)no2)nn1 (stereo unspecified)	0.1	3	-11	-5	.	.	.	.	.	.
O=C(NC1CC1)C1CCN(S(=O)(=O)c2cc(Cl)ccc2Cl)CC1	0.3	-4	-5	4	5	1	97	2.8	1	2
O=C(NCCCN1CCOCC1)c1cccc(S(=O)(=O)N2CCc3ccccc3C2)c1	0.1	-3	-2	4	2	-2	101	-0.6	1	2
Cn1nc(-c2ccccc2)cc1NC(=O)Nc1ccc(C(C)(C)C)cc1	0.2	1	-19	3	5	-10	96	-0.3	-3	-1
Cc1ccccc1C(=O)OC(C)CN1CCOCC1 (stereo unspecified)	-0.4	-4	-2	0	-19	-5	98	-0.3	1	4
CCn1c(SCC(=O)NC2=NCCS2)nnc1C(C)NC(=O)c1ccc(Cl)cc1 (stereo unspecified)	0.4	-2	-8	4	-10	-1	102	-0.4	1	-13
CC(C)(C)[C@H]1C=C(C(=O)O)O[C@@H](OCCCCO)C1	-0.1	4	-7	0	18	4	101	-1.5	3	-6
CN(c1ccc(OCC(=O)N2CCC(C(N)=O)CC2)cc1)S(=O)(=O)c1cccs1	-0.1	2	-5	-2	2	7	97	-0.3	-1	-5
CCC(=O)Nc1sc2c(c1C(N)=O)CCN(Cc1ccccc1)C2	0.1	-3	48*	-4	33	1	90	-2.9	2	.
C=CCn1c(CCNC(=O)c2ccccc2F)nnc1SCC(=O)Nc1nc2ccccc2s1	0.3	1	-4	-2	.	3	101	-0.8	1	-1
CSCc1ccc(C(=O)NC(C)c2cnn(-c3ccccn3)c2C)o1 (stereo unspecified)	0.1	1	-10	0	.	-1	104	-0.4	.	-6
CCCNC(=O)C1(CC2CC(c3ccccc3)=NO2)CCN(C(=O)C2CCCC2)CC1 (stereo unspecified)	0.2	0	-10	-4	-18	1	96	6.1	-1	-3
N#C/C(=C/c1ccc(-c2ccccc2[N+](=O)[O-])o1)C(=O)NCCN1CCCCC1	0.3	-8	-4	24	-3	-1	106	-0.5	-6	0
O=C1CCC/C(=N/NC(=O)c2ccc(NS(=O)(=O)c3cccs3)cc2)C1	0.2	0	-3	1	52*	4	80	-0.5	0	5
COc1cc(-c2nc3sc(C)c(C)c3c(=O)o2)cc(OC)c1OC	-0.1	7	-1	1	32	-2	94	-0.7	3	-1
CC(=O)Nc1nc2ccccc2n1CCN1CCOCC1	0.0	0	-6	0	2	7	99	-1.3	1	2
CCCCNC(=O)c1cc(-c2ccc3c(c2)OCO3)on1	-0.1	-3	-4	10	7	-3	96	-0.2	-1	-4
O=C(NCc1c(F)cccc1F)c1cc(COc2c(F)cccc2F)on1	0.6	2	-15	3	-2	-4	100	0.8	-1	-6
COC(=O)Cc1ccc(NC(=O)c2ccc3c(c2)C(=O)N(Cc2cccnc2)C3=O)cc1	-0.2	-6	-6	-5	-2	-3	97	0.6	1	5
OC[C@@H](O)[C@@H](O[C@@H]1O[C@H](CO)[C@H](O)[C@H](O)[C@H]1O)[C@H](O)[C@@H](O)CO	0.0	-6	-5	0	27	8	102	0.0	0	-1
Cc1cccc(-c2noc(CCCC(=O)NCC3CCCO3)n2)c1 (stereo unspecified)	0.4	-4	-4	-11	0	-1	99	0.0	-2	4
O=C(CCCN1C(=O)C(c2ccccc2)Oc2cccnc21)Nc1ccccc1Cl (stereo unspecified)	0.0	1	-6	0	-5	-4	102	-0.5	-1	-3
Cc1ccc(CNC(=O)CN2C(=O)NC(C)(c3cccc(Br)c3)C2=O)cc1 (stereo unspecified)	0.1	2	-18	-1	-7	1	101	1.7	-1	-1
COC(=O)[C@]1(C)N[C@H](CN(C)S(=O)(=O)c2ccc(C)cc2)[C@@H]2C(=O)N(C)C(=O)[C@@H]21	-0.4	.	-3	-3	2	9	99	-0.8	1	8
CCOc1ccc2c(c1)C(=NNC(=O)c1ccccn1)c1cc(OCC)ccc1-2	0.0	2	-2	-6	10	-7	96	-0.8	1	6
O=C(Nc1ccccc1N1CCN(c2ccccc2)CC1)C12CC3CC(CC(C3)C1)C2	0.1	6	-5	0	10	10	93	-1.1	-3	-3
Cc1ccccc1-n1c(-c2cccnc2)n[nH]c1=S	-0.2	4	-6	4	-3	1	100	-0.6	2	-1
O=Cc1ccc(OC(=O)CCCCC(=O)Oc2ccc(C=O)cc2)cc1	-0.2	4	-3	3	8	-2	90	0.1	0	-5
CCOc1ccccc1NC(=O)CCC(=O)O	-0.3	-1	-5	-1	4	-7	102	0.6	3	-2
CCN(CC)S(=O)(=O)c1ccc(-c2csc(C)n2)cc1	-0.1	-6	0	-5	-2	-7	93	0.6	-1	-5
COc1ccccc1C(=O)Nc1ccnn1C1CCN(C(=O)c2ccoc2)CC1	-0.1	8	-2	-3	-3	6	74*	0.1	2	2
Fc1ccc(COc2cccc3cccnc23)cc1	0.0	-3	-4	4	-12	3	99	0.1	-1	17
Cc1cccc(C(=O)O)c1NC(=O)c1ccc(F)cc1	0.2	1	-4	2	19	14	105	2.0	1	0
Cc1cc2cc(C(c3nnnn3Cc3ccco3)N3CCc4ccccc43)c(=O)[nH]c2cc1C (stereo unspecified)	-0.4	5	-5	0	4	-13	97	1.8	-2	1
COC(=O)n1c(=O)oc2ccccc21	-0.1	-2	-2	14	21	10	104	-5.4	1	1
O=C(CCl)Nc1ccccc1C(=O)Nc1ccc2c(c1)OCO2	1.5	2	-4	-2	14	-7	102	-0.8	-8	-6
O=C(Nc1ccc2c(c1)OCCO2)C1CCN(C(=O)c2ccccc2)CC1	-0.1	0	-5	-2	5	1	101	1.6	1	-2
CCc1sc(NC(=O)CCC(=O)O)nc1-c1cc2ccccc2oc1=O	2.6	1	2	-1	1	2	99	-0.3	2	0
COC(=O)COc1ccc(/C=C2/SC(=O)N(CC(=O)N3CCCC3)C2=O)cc1Br	0.0	2	-5	0	0	-9	95	-2.7	2	-9

Looked up one by one from the list above, three records:
SMILES	aDG glyco act	HTR2A ag	CaV13 FRET inh	Exocytosis inh	Vif inh	H9c2 protect	ABCB6 inh MLPCN	hiPSC survival	N-glyco inh	PDI inh
Fc1ccc(COc2cccc3cccnc23)cc1	0.0	-3	-4	4	-12	3	99	0.1	-1	17
COc1ccccc1C(=O)Nc1ccnn1C1CCN(C(=O)c2ccoc2)CC1	-0.1	8	-2	-3	-3	6	74*	0.1	2	2
O=C(CCl)Nc1ccccc1C(=O)Nc1ccc2c(c1)OCO2	1.5	2	-4	-2	14	-7	102	-0.8	-8	-6

(next part)
SMILES	aDG glyco act	HTR2A ag	CaV13 FRET inh	Exocytosis inh	Vif inh	H9c2 protect	ABCB6 inh MLPCN	hiPSC survival	N-glyco inh	PDI inh
Cc1ccc(C)c(N(CC(=O)NCc2ccccc2)C(=O)c2csnn2)c1	-0.1	7	-2	8	-4	1	105	0.3	0	-9
Cc1cccc2nc(Cn3c(=O)n(CCCC(=O)NCc4ccco4)c(=O)c4ccccc43)cc(=O)n12	-0.1	2	-4	-1	-5	35	101	6.6	-3	-4
O=C(O)c1cccc(S(=O)(=O)N2CCc3ccccc3C2)c1	0.0	-1	-11	8	-2	4	103	-0.2	1	0
Cc1onc(-c2ccccc2)c1CNS(=O)(=O)c1ccc(F)cc1F	0.1	2	-2	-2	6	10	99	-0.7	-2	10
O=C(Nc1cccnc1)c1cnn2c(C(F)F)cc(C3CC3)nc12	-0.2	-6	.	-2	-10	15	93	3.9	-1	-6
Cc1ccc(S(=O)(=O)CC(=O)c2ccc(C)c([N+](=O)[O-])c2)cc1	0.2	-1	-5	-9	-14	-21	102	4.0	1	9
O=C(O)CN1C(=O)N/C(=C\c2cccn2-c2ccc(P(=O)(O)O)cc2)C1=O	0.0	4	-5	-1	8	1	98	0.6	1	-4
